Screening data deposited in PubChem by several laboratories.
ASAP1 inh = inhibitors of human ASAP1 ArfGAP activity, primary screen, biochemical, fluorescence polarization; Arf-GAP with SH3 domain, ANK repeat and PH domain-containing protein 1 (Homo sapiens), …; ASAP1-stimulated ARF1 GTP hydrolysis, GDP FP detection; inhibition, % at 16.5 µM; 0.19% of 360,000 active; AID 624377, 2012; in the data active = inhibition above about 25%;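 also: 0% = vehicle with enzyme and substrate and 100% = no enzyme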
Target sequence (Q9ULH1 325-724 limits assumed): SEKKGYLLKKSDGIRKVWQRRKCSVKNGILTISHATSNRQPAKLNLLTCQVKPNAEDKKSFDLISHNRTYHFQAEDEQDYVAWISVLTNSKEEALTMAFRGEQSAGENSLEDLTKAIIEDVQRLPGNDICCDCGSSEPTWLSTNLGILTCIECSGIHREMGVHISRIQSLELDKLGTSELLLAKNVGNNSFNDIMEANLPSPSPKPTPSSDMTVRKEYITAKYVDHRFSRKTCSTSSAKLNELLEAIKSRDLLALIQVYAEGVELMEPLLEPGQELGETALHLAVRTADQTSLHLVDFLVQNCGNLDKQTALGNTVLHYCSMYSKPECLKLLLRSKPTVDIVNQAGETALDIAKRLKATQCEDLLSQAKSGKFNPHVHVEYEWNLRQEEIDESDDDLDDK
ADAM10 inh = human ADAM10 inhibitors, primary screen, biochemical, QFRET, HTS; recombinant ADAM10, EDANS/DABCYL FRET peptide cleavage, 3 h; inhibition, % at 7 µM; 0.62% of 370,000 active;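 active = inhibition above a per-campaign cutoff equal to the mean of compounds falling between control-based bounds plus 3 SD, cut at about 20% in these data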;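 also: 0% = DMSO wells while the 100% control is not disclosed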
sPLA2-III inh = human group III sPLA2 inhibitors, primary screen, biochemical, QFRET, BODIPY PC-A2 liposome substrate. QFRET BODIPY PC-A2 liposome hydrolysis, fluorescence. 0.56% of 370,000 active. Group 3 secretory phospholipase A2 (Homo sapiens), Q9NZ20. AID 743126, 2013. inhibition, % at 12.2 µM;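 active = inhibition above mean plus 3 SD of compounds lying within the high and low control bounds, cut at about 19% in these data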;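 also: 0% = median of test compound wells and 100% = no enzyme DMSO wells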
Target sequence (Q9NZ20 whole entry, looked up): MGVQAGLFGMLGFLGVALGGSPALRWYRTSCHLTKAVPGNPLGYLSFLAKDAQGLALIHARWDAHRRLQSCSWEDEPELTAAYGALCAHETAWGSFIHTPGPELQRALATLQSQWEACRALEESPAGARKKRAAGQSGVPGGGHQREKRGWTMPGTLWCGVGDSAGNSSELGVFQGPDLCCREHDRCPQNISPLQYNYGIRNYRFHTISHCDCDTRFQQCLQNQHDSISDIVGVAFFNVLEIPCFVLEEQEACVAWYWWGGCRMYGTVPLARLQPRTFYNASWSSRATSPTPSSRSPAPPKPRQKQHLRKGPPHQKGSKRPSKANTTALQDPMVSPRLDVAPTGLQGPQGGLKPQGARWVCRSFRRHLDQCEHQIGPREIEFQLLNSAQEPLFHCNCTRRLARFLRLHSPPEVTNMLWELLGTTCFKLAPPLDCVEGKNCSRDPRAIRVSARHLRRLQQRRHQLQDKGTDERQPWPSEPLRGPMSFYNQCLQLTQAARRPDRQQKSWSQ
GC-B act = human GC-B receptor activators, primary screen, HEK293 GC-B cells, cGMP TR-FRET, EC30 CNP | activation, % at 10 µM | Atrial natriuretic peptide receptor 2 (Homo sapiens), P20594 | 0.11% of 370,000 active | 0% at EC30 CNP, 100% saturating CNP;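 active = activation at 10 µM reaching about 35% in either raw or pattern-adjusted values, limit read from the data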
GC-A act = GC-A stimulated cGMP production enhancers – HEK293 GC-A cells, cGMP TR-FRET, EC30 ANP, primary screen. Atrial natriuretic peptide receptor 1 (Homo sapiens), P16066. 0% at EC30 ANP, 100% saturating ANP. activation, % at 10 µM. 0.14% of 370,000 active; in the data active = activation above about 40%
ARFGAP1 inhibitor = inhibitors of rat ARFGAP1 GAP activity, primary screen, biochemical, fluorescence polarization, GDP tracer; AID 651572, 2012; inhibition, % at 16.5 µM; 0.26% of 360,000 active; Arfgap1-stimulated ARF1 GTP hydrolysis, GDP FP detection;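 active = inhibition above a per-plate limit, mean inhibition of low control wells plus 3 SD, cut at about 25% in these data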;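 also: 0% = DMSO wells with enzyme and 100% = wells lacking Arfgap1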
Target sequence (Q62848 1-136 limits assumed): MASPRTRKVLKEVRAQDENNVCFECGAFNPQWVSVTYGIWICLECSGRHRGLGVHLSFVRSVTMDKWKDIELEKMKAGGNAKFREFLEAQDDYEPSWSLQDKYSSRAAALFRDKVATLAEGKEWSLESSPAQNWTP
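Material: rat Arfgap1 GAP domain (His6, aa 1-136), purified enzyme. Also added: human ARF1(Δ1-17)-GTP substrate. Compound dosing: 16.5 µM single point, 1.26% DMSO. Timing: enzyme reaction 120 min at 25 °C after 20 min preincubation. Signal: GDP detection by fluorescence polarization. Read-out basis: percent inhibition of GAP-stimulated GDP formation, scaled between DMSO and no-Arfgap1 medians.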
KLK7 zymogen act = proKLK7 zymogen activators, primary screen, biochemical, fluorescence intensity; purified proKLK7, EDANS-DABCYL substrate fluorescence; 100% is mature enzyme control, 0% vehicle; activation, % at 7 µM; 0.9% of 370,000 active;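 active = activation above the mean of all tested compounds plus 3 SD, computed per campaign excluding outliers beyond control limits, cut at about 13% in these data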
GAA850 FXN act = FXN promoter activators, primary screen, cell-based, luciferase luminescence, HEK293 lucGAA850; activation, % at 6 µM; 0.56% of 360,000 active; HEK293 lucGAA850 FXN promoter luciferase reporter, 24 h; percent of 10 µM SAHA response;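 active = activation above the average of all compounds screened plus 3 SD, cutoff fixed separately per campaign, cut at about 7.5% in these data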;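 also: 0% = DMSO wells and 100% = 10 µM SAHA wells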
rCAG binder = binders of r(CAG) RNA repeats, primary screen, biochemical, fluorescence | r(CAG) RNA repeat, TO-PRO-1 dye displacement fluorescence | inhibition, % at 3 µM | 1.3% of 370,000 active;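 active = inhibition above the plate cutoff, the mean of all test compounds on that plate plus 3 SD, cut at about 35% in these data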;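 also: 0% = DMSO alone and 100% = 100 µM mitoxantrone as full dye displacement; higher means more dye released from RNA so lower well fluorescence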
Tn6 DDE FP = inhibitors of Tn6 peptide binding to fibrin DD(E), primary screen, biochemical, fluorescence polarization, human fibrin, Tn6 probe; 0.21% of 370,000 active; AID 720509, 2013; Fibrin DD(E) TRITC-Tn6 fluorescence polarization displacement; inhibition, % at 8.3 µM; Fibrinogen beta chain (Homo sapiens), P02675;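 active = inhibition above a per-campaign cutoff: mean of compounds within control limits plus 3 SD, cut at about 15% in these data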;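 also: 0% = median of all compound wells on the plate and 100% = blocking peptide control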
* = called active by the depositor; i = inactive; x = no result given.

SMILES	ASAP1 inh	ADAM10 inh	sPLA2-III inh	GC-B act	GC-A act	ARFGAP1 inhibitor	KLK7 zymogen act	GAA850 FXN act	rCAG binder	Tn6 DDE FP
O=C(O)c1cnn2cc(-c3[nH]ncc3[N+](=O)[O-])cnc12	-3	0	10	5	-2	7	-0.4	0.5	11	0
CCOC(=O)CSc1n[nH]c(NC(=O)c2cccc(C(F)(F)F)c2)n1	4	-2	8	-3	0	-8	0.2	-2.8	2	-3
CCC(=O)N1CCc2cc(S(=O)(=O)NCCC(=O)Nc3ccccc3C)ccc21	3	-7	0	0	0	-9	0.5	1.3	-2	3
O=C(Nc1ccccc1)c1ccccc1N=Cc1cccc(O)c1	-15	i	-11	-1	-5	2	32*	-0.1	-2	-3
O=C(NCC1CCCO1)C1CCCN(S(=O)(=O)c2ccc(Br)cc2)C1 (stereo not drawn)	-5	-1	-4	3	0	-10	0.4	-1.1	-7	-8
CN1CCN(NC(=O)CN2C(=O)/C(=C/c3ccccc3Cl)SC2=S)CC1	1	4	0	-3	8	-1	0.8	1.3	10	-4
Cc1nc(-c2ccc(Cl)cc2)sc1C1(C)CC(c2ccc(OC(F)(F)F)cc2)=NO1 (stereo not drawn)	9	-3	7	-4	2	10	-0.7	-0.4	1	0
COC(=O)c1ccc(NC(=O)C(=O)N2CCN(C(=S)Nc3ccc(C)cc3)CC2)cc1	10	9	4	6	2	-11	-0.6	-0.5	4	8
CCC(Sc1nc(-c2cccc(OC)c2)c(C#N)c(=O)[nH]1)C(=O)Nc1nnc(C(C)C)s1 (stereo not drawn)	16	-8	-40	-2	-5	-6	0.6	1.0	75*	-4
CC1(c2nc3ccccc3[nH]2)CCC(=O)N1Cc1ccccn1 (stereo not drawn)	4	-7	-2	5	3	1	0.1	x	2	3
Cc1ccc(S(=O)(=O)Nc2ccc3c(c2)nc(CCN2CCN(c4ccccn4)CC2)n3C)cc1	6	-6	-13	-5	-3	5	-4.3	0.8	-2	-3
Cc1noc(C(=O)Nc2sc3c(c2C#N)CCC3)c1Cl	4	-1	6	2	-1	7	-0.4	1.4	9	-11
FC(F)(F)c1cc(-c2ccc3c(c2)OCO3)nc(NCc2ccco2)n1	4	-44	-7	7	6	-3	-5.3	5.3	2	-1
CC(=O)C[C@@H](O)CC(=O)[C@H]1OC(=O)CCCCCCCCc2ccccc21	8	0	1	-10	0	-17	1.1	2.7	-5	4
COCCCn1c(=O)/c(=C\c2ccccc2OC(F)F)s/c1=C(/C#N)C(=O)NC(C)C	12	4	2	1	-1	9	0.0	3.8	1	4
CC(=O)Oc1ccc(N2C(=O)CC(N3CCOCC3)C2=O)cc1 (stereo not drawn)	-12	3	0	2	0	-6	0.5	1.2	4	5
Cc1cc[n+](-c2[nH]c(=O)sc2/C=N/N=C(\[O-])c2ccccc2)cc1C	-1	-11	-20	4	-4	-3	0.1	2.3	-55	0
COc1ccc(NS(=O)(=O)c2ccc(N3CCOCC3)c(NC(=O)C(C)C)c2)cc1	-17	-4	5	1	-1	-20	-0.3	-0.7	2	8
CCC(CO)Oc1cc(NC(=O)c2ccc(F)cc2)c2ncn(C(C)C)c2c1 (stereo not drawn)	19	-3	10	-3	0	13	0.0	0.6	-10	-1
O=C(O)Cc1c(-c2ccccc2)c2cc(Cl)ccc2[nH]c1=O	-5	-33	6	3	0	-5	-0.9	1.8	6	8
O=C1OCCC1Sc1nc2ccccc2s1 (stereo not drawn)	2	-6	-17	2	0	6	0.3	2.4	4	-2
Cc1nc2cc(NC(=O)CSc3nc4c(C)cccc4cc3C#N)ccc2s1	1	1	1	7	10	0	-0.1	-1.1	2	1
O=C(O)c1cccc(NS(=O)(=O)c2cccc(C(=O)Nc3ccccc3[N+](=O)[O-])c2)c1	-2	3	-7	-10	1	2	-0.5	-0.1	8	-4
C[C@@H]1CCN(C2CC2)S(=O)(=O)c2ccc(N3CCC[C@@H]3C)cc2O1	x	0	-4	2	1	x	-0.1	x	1	-2
CC(C)NC(=O)C1CCN(c2cncnc2)CC1	x	-8	12	3	5	x	-0.1	x	4	-2

3 entries already listed, arranged by SMILES length, smallest number first:
SMILES	ASAP1 inh	ADAM10 inh	sPLA2-III inh	GC-B act	GC-A act	ARFGAP1 inhibitor	KLK7 zymogen act	GAA850 FXN act	rCAG binder	Tn6 DDE FP
O=C(NCC1CCCO1)C1CCCN(S(=O)(=O)c2ccc(Br)cc2)C1 (stereo not drawn)	-5	-1	-4	3	0	-10	0.4	-1.1	-7	-8
CN1CCN(NC(=O)CN2C(=O)/C(=C/c3ccccc3Cl)SC2=S)CC1	1	4	0	-3	8	-1	0.8	1.3	10	-4
COCCCn1c(=O)/c(=C\c2ccccc2OC(F)F)s/c1=C(/C#N)C(=O)NC(C)C	12	4	2	1	-1	9	0.0	3.8	1	4

Following part:
SMILES	ASAP1 inh	ADAM10 inh	sPLA2-III inh	GC-B act	GC-A act	ARFGAP1 inhibitor	KLK7 zymogen act	GAA850 FXN act	rCAG binder	Tn6 DDE FP
Cc1nc(NC(=O)COC(=O)CNC(=O)c2ccco2)c(Cl)cc1Cl	0	-11	-2	1	0	-18	0.6	1.7	8	-1
CC(Oc1ccccc1F)C(=O)Nc1ccc2ccccc2c1 (stereo not drawn)	16	11	-7	x	x	1	-0.7	-3.9	-4	0
COc1ccccc1N1CCN(C(=O)CCC(=O)N2CCN(c3ccccc3OC)CC2)CC1	-3	9	0	6	2	4	-0.8	-3.0	-9	-5
Cc1ncsc1CCC(=O)N1CCCC(C(=O)c2ccc3c(c2)OCO3)C1 (stereo not drawn)	0	-12	2	-3	-1	4	-0.6	3.1	-7	1
CCC(C)NC(=O)C1c2ccccc2C(=O)N1Cc1ccc(OC)cc1OC (stereo not drawn)	2	6	8	-2	-6	-7	-0.3	1.7	2	-5
CC(C)(C)c1ccc(C(=O)CCC(=O)NCc2ccccc2)cc1	6	-5	-2	-5	-3	-5	0.7	0.3	2	3
COc1ccc(NC(=S)N2CCCC2c2ccc(OC)c(OC)c2)cc1 (stereo not drawn)	5	-1	8	-1	2	-5	0.1	1.0	0	10
CCc1nnc(NC(=O)CN2C(=O)c3ccccc3S2(=O)=O)s1	13	1	4	1	0	-2	0.5	2.8	1	2
Cc1cc(C)c2nc(C)cc(Nc3ccc(C(=O)NCCO)cc3)c2c1	0	-5	15	7	24	2	-1.6	-2.6	1	0
O=C1CCCC(=O)N1c1ccc(NCCOCCO)c([N+](=O)[O-])c1	-13	12	-5	3	2	-5	-0.1	-1.0	2	-3
Cc1nc(NC(=O)CSc2nncs2)c(Cl)cc1Cl	-2	2	-7	-1	-1	1	0.6	0.9	11	6
CCCCC1=NN(C(=O)c2cocc2C)C(O)(C(F)(F)F)C1 (stereo not drawn)	-11	4	-1	2	4	7	-0.3	5.7	-3	3
O=C(c1ccc(Cn2cc(Cl)cn2)cc1)N1CCN(c2ccccc2)CC1	1	-4	-6	1	2	-7	-0.1	-2.9	-4	2
CCOc1ccc(C(C)=O)cc1COc1ccc(-n2cnnn2)cc1	-2	-2	-9	-1	-2	-14	1.2	0.6	4	0
CCC(=O)Nc1cc(OC)cc(OC)c1	-3	-6	5	-1	3	-12	0.3	-2.1	-1	0
CCC[C@H]1CN(c2ccccc2)C(=O)[C@@H]1CC(=O)Nc1ccc(Br)cc1	6	-2	0	4	6	-4	-0.1	0.4	0	11
O=C(Oc1cccc(F)c1)c1ccc2c(=O)n3c(nc2c1)CCC3	-9	-13	-2	0	4	9	0.2	-0.2	4	0
CCc1nn(C(C)C(=O)N2CCN(c3ccc(OC)cc3)CC2)c(=O)c2cc3occc3n12 (stereo not drawn)	-14	2	3	-13	-12	7	-0.1	-3.9	-6	-2
Cc1cc(C(=O)N2C(C)CCCC2C)no1 (stereo not drawn)	14	-3	0	5	2	3	-0.7	0.8	1	2
CCOc1cc(CNCCCN2CCOCC2)ccc1OCC(=O)Nc1cccc2ccccc12	-4	4	-10	-5	-2	-7	-0.6	-4.2	1	18*
COc1cc(C(C(=O)NC2CCCC2)N(Cc2ccco2)C(=O)c2snc(C(N)=O)c2N)cc(OC)c1OC (stereo not drawn)	1	-94	-6	-11	-14	3	2.7	1.8	-1	4
CCn1nc(C)c(/C=N/NC(=O)c2ccoc2C)c1C	5	9	4	-4	-1	-1	0.0	5.0	2	-3
CC(C)=CCC/C(C)=C/CNC(=O)CC1C[C@H](C(=O)N2CCOCC2)[C@@]2(C)c3[nH]c4ccccc4c3CCN2C1=O (stereo partly drawn)	5	10	-2	-5	-14	-8	0.3	-0.8	1	5
CCOC(=O)C1=C(C)N=c2s/c(=C/c3ccccc3)c(=O)n2C1c1ccc(OC)c(OC)c1 (stereo not drawn)	10	-6	0	4	4	-10	0.5	0.4	-1	2
CC(C)(C)c1ccc(OCC(O)CN2CCCC2)cc1 (stereo not drawn)	-1	0	8	-4	3	6	0.1	2.1	3	7

Next part.
SMILES	ASAP1 inh	ADAM10 inh	sPLA2-III inh	GC-B act	GC-A act	ARFGAP1 inhibitor	KLK7 zymogen act	GAA850 FXN act	rCAG binder	Tn6 DDE FP
CC(=O)N1CCSc2ccc(S(=O)(=O)NCCc3ccc(Cl)cc3)cc21	6	-1	-19	-3	8	-14	0.3	-1.5	-1	0
CCCCOC(=O)/C(=C\c1ccc([N+](=O)[O-])o1)NC(=O)c1ccccc1	-8	-1	1	-2	-1	2	0.4	0.1	14	-9
COC(=O)c1ccc2nc(-c3ccc(Cl)cc3)c(Cc3cccc(Cl)c3)n2c1	6	-11	-8	13	10	10	-0.6	x	9	-3
COC(=O)C1=C(C)N(Cc2ccc(Cl)cc2)C(=S)NC1c1cccc(Br)c1 (stereo not drawn)	-6	1	6	-11	16	2	0.1	x	5	-4
O=[N+]([O-])c1cccc(NC(=S)N2CCN(S(=O)(=O)c3ccccc3)CC2)c1	2	-5	0	-6	-5	10	-0.6	-1.3	5	4
CCCC(c1nnnn1Cc1ccc(OC)cc1)N1CCN(C(=O)c2ccco2)CC1 (stereo not drawn)	6	-6	0	1	6	10	-0.6	2.1	-2	2
Cc1ccc(NC(=O)CSc2nc3c(c(=O)[nH]2)CCC3)c(C)c1	-15	0	0	9	-1	-2	-0.7	0.2	3	0
CCCCS(=O)(=O)N1CCCC(C(=O)NCCc2ccccc2)C1 (stereo not drawn)	-8	-1	1	3	2	-5	0.2	-0.4	7	7
O=C(CSc1ccc(Cl)cc1)Nc1ccc(N2CCN(C(=O)c3ccc(Cl)cc3)CC2)cc1	5	-4	-1	2	2	-9	-0.4	-3.8	9	-5
O=S(=O)(NC1=NCCCCC1)c1ccc(Cl)cc1	23	12	3	-5	2	2	-0.7	2.4	-3	0
Cc1ccc(OCCNC(=O)CNC(=O)c2ccc(C)c(C)c2)cc1	3	-2	0	1	1	-3	0.2	0.4	-8	-1
